# All columns: NCI-60 one-dose screen, growth in % after 48 h at 10 µM unless noted; 100 = growth as untreated, 0 = no growth, -100 = all killed.
# UACC-62: UACC-62 melanoma; AID 1794756; 81,000 tested, 5.4% active
# MALME-3M: MALME-3M melanoma | 78,000 tested, 5.8% active
# LOX IMVI: LOX IMVI melanoma; 79,000 tested, 7.4% active; AID 1794757
# SK-MEL-5: SK-MEL-5 melanoma; 80,000 tested, 6.4% active; AID 1794755
# HS 578T: HS 578T breast cancer; 78,000 tested, 4.1% active; AID 1794788
# SK-MEL-2: SK-MEL-2 melanoma; 77,000 tested, 4.7% active; AID 1794763
# SK-MEL-28: SK-MEL-28 melanoma; 81,000 tested, 4.1% active; AID 1794761
# UACC-257: UACC-257 melanoma; 78,000 tested, 4.4% active; AID 1794764
# Starred values were filed as active, the others as inactive; · = no result given; & = joins results of further samples. The calls were made as follows: active = growth percent below 10; inactive = the rest.
# The opening three entries, ahead of the listing:
SMILES,UACC-62,MALME-3M,LOX IMVI,SK-MEL-5,HS 578T,SK-MEL-2,SK-MEL-28,UACC-257
CCc1csc(=S)[nH]1 (tested in a mixture with another compound),97,85,97,98,107,130,107,107
O=C(Nc1ccc(Cl)c([N+](=O)[O-])c1)Nc1ccc(Cl)c([N+](=O)[O-])c1,3.6*,-11*,-8.8*,-27*,45,31,8.1*,37
Fc1ccc(-c2nn(-c3ccccc3)cc2-c2nc3ccccc3s2)cc1,75,110,86,93,94,113,103,102

# The list itself, from the first entry:
SMILES,UACC-62,MALME-3M,LOX IMVI,SK-MEL-5,HS 578T,SK-MEL-2,SK-MEL-28,UACC-257
CCc1csc(=S)[nH]1 (tested in a mixture with another compound),97,85,97,98,107,130,107,107
O=C(Nc1ccc(Cl)c([N+](=O)[O-])c1)Nc1ccc(Cl)c([N+](=O)[O-])c1,3.6*,-11*,-8.8*,-27*,45,31,8.1*,37
Fc1ccc(-c2nn(-c3ccccc3)cc2-c2nc3ccccc3s2)cc1,75,110,86,93,94,113,103,102
OCCN1CCN(CC/C=C2/c3ccccc3Sc3ccc(C(F)(F)F)cc32)CC1,14,69,66,57,68,80,68,·
CC(C)(C)c1cc(C=Nc2cccc(C(F)(F)F)c2)c(O)c(C(C)(C)C)c1,101,108,101,100,102,102,107,79
CC(C)OP(=O)(OC(C)C)/C(C#N)=C/c1c(-c2ccccc2)[nH]c2ccccc12,74,88,76,74,105,93,99,76
NCC1CCC(CN)CC1 (configuration not stated),101&99,101&108,103&98,104&110,·,101&110,106&111,109&109
C=CCn1c(C)nc2cc(Nc3nc(N4CCCC4)nc4nc[nH]c34)ccc21,32,-29*,38,49,0.0*,·,30,61
O=C(NCc1ccc(Cl)cc1Cl)C1CCC(=O)N1c1cscn1 (configuration not stated),·,100,99,·,97,108,·,90
N#CC(NC(=O)c1ccccc1)C1CC1 (configuration not stated),90,92,99,97,97,109,104,83
COc1ccc(/C=C\C(C)=N\NC(=O)c2ccncc2)cc1,91,94,108,103,123,115,101,102
COc1ccc(C2=NN(C=O)C(c3ccc(OS(=O)(=O)c4ccc(C)cc4)c(OC)c3)C2)cc1 (configuration not stated),50,46,57,6.9*,60,·,75,43
C[N+]1(CC(=O)c2ccccc2)CCCCC1,103,112,107,99,99,106,107,105
COc1ccc(C2CC(=O)Nc3c2c(C)nn3-c2ccccc2)cc1 (configuration not stated),98,101,98,101,105,110,114,94
CN1CCN(C(=O)[C@]23CCC(C)(C)C[C@H]2C2=CC[C@@H]4[C@@]5(C)CCC(=O)NC(C)(C)[C@@H]5CC[C@@]4(C)[C@]2(C)CC3)CC1,90,88,92,95,69,106,98,97
CC(=O)O[C@@H]1CC[C@@]2(C)[C@H](CC[C@@H]3[C@@H]2CC[C@]2(C)[C@@H]([C@H](C)CC=C(c4ccccc4)c4ccccc4)CC[C@@H]32)C1,98,111,97,92,92,101,108,114
CC1(C)NC(=O)CC[C@]2(C)[C@H]3CC=C4[C@@H]5C[C@@](C)(C(N)=O)CC[C@]5(C)CC[C@@]4(C)[C@]3(C)CC[C@@H]12,92,89,101,96,108,94,103,99
COc1cccc(C2C(C#N)=C(N)Oc3cc4c(cc32)OCO4)c1 (configuration not stated),34,40,23,4.7*,28,65,43,57
CC(=O)Nc1ccc(/C=N/NC(=S)NCC(C)C)cc1,88,137,97,102,110,106,108,104
Cn1cc(/C=C2\SC(=S)N(N3CCOCC3)C2=O)c2ccccc21,92,91,97,100,91,94,106,94
Cc1nn(-c2ccc(Cl)cc2)c(C)c1N=Nc1ccccc1,81,90,98,95,89,104,103,92
O=C(CC1(O)C(=O)Nc2ccc(Cl)cc21)c1cc2ccccc2oc1=O (configuration not stated),80,92,65,96,86,100,108,95
C/C(=N\n1cnc2c(sc(=S)n2-c2ccc(Cl)cc2)c1=O)c1cnccn1,89,97,94,98,92,110,103,99
CN(C)Cc1c(O)ccc2c(C(N)=O)c(NC(=O)c3ccccc3)sc12,83,77,55,85,88,91,99,97
Cc1ccccc1NP1(=O)OCCCN1Cc1ccccc1Cl (configuration not stated),86,112,101,113,108,102,118,112
Cc1cccc(NCC(=O)Cn2cc(COc3ccc(C=Nc4cnc5ccccc5c4)cc3)nn2)c1,102,92,·,100,99,129,112,98
Cc1cc(C)n2c(=O)[nH]nc2c1,97,·,·,110,117,104,110,102
COC(=O)[C@]1(C)CCC[C@]2(C)[C@H]3C[C@H]4C(C(C)C)=C[C@]3(CC[C@H]21)[C@@H]1C(=O)/C(=C/c2ccco2)C[C@H](O)[C@@H]14,80,102,103,98,95,102,109,100
COc1ccc2nc3cc(Cl)ccc3c(NCCNCC(O)CO)c2c1 (configuration not stated),11,29,-55*,35,50,28,31,33
Cn1ncc(CC(=O)O)c1NS(=O)(=O)c1ccccc1N,105,97,95,94,101,89,105,100

# As a working copy, part of the list above.
SMILES,UACC-62,MALME-3M,LOX IMVI,SK-MEL-5,HS 578T,SK-MEL-2,SK-MEL-28,UACC-257
CC(=O)O[C@@H]1CC[C@@]2(C)[C@H](CC[C@@H]3[C@@H]2CC[C@]2(C)[C@@H]([C@H](C)CC=C(c4ccccc4)c4ccccc4)CC[C@@H]32)C1,98,111,97,92,92,101,108,114
CC1(C)NC(=O)CC[C@]2(C)[C@H]3CC=C4[C@@H]5C[C@@](C)(C(N)=O)CC[C@]5(C)CC[C@@]4(C)[C@]3(C)CC[C@@H]12,92,89,101,96,108,94,103,99

# Remaining list, next part.
SMILES,UACC-62,MALME-3M,LOX IMVI,SK-MEL-5,HS 578T,SK-MEL-2,SK-MEL-28,UACC-257
CC1(C)CC[C@]2(C(=O)O)CC[C@]3(C)C(=CC[C@@H]4[C@@]5(C)CC/C(=N\OCCC#N)C(C)(C)[C@@H]5CC[C@]43C)[C@@H]2C1,93,117,92,98,107,93,106,108
CCC/C=C/C=N/NC(=S)NC1CCCCC1,86,104,100,97,98,110,104,70
O=C(Cc1ccc(/C=C/C(=O)c2ncc[nH]2)cc1)Nc1cc(C(F)(F)F)cc(C(F)(F)F)c1,81,92,34,93,88,110,104,100
CCOc1cc(/C=N/N2CCCCCC2)ccc1O,95,·,93,108,110,101,105,104
COc1ccc(-c2nc(C#N)c(N3CCC(S(=O)(=O)N4CCCCC4)CC3)o2)cc1,93,106,81,92,100,99,99,109
Cn1nc(CC#N)c2c(=N)n(N)cnc21,103,118,103,111,114,113,121,111
CCOP(=O)(CCCOc1cc2c(cc1OC)C(=O)N1CCC[C@H]1C=N2)OCC,110,129,65,109,166,28,129,·
CCC1C2C(=O)N3CCC4(C(=C2C(=O)OC)Nc2ccccc24)C13 (configuration not stated),87,97,104,105,100,103,114,96
Cc1ccc(C(=N)c2ccccc2Cc2cccc3ccccc23)c(C)c1,69,103,94,78,84,88,175,19
COc1ccc2[nH]c(=O)c(CSc3cccc(Nc4nccc(-c5ccc6ccccc6c5)n4)c3)cc2c1,103,113,113,84,119,107,120,108
S=c1nc2oc(-c3ccccc3)c(-c3ccccc3)c2c(/N=C\c2cccs2)[nH]1,78,97,85,93,80,94,115,106
N#C/C(=C\c1ccc(-c2cc(Cl)ccc2Cl)o1)c1ccc(F)cc1,77,93,84,96,88,109,101,103
Cc1cc(Br)ccc1Nc1nc(N)nc(N)c1N=O,98,113,95,94,58,115,102,100
COc1cc2oc(-c3cccc(NC(=O)c4cccc(C#N)c4)c3)cc(=O)c2c(OC)c1OC,83,90,73,·,83,97,110,106
Cc1ccc(NC(=O)N2CCOCC2)cc1NC(=O)N1CCOCC1,106,110,99,106,·,107,115,103
COc1ccc(/C=C/C(=O)c2ccc(NC(=O)CSc3nnc(-c4cc(-c5ccccc5)nc5ccccc45)n3-c3ccccc3)cc2)cc1,87,98,96,98,93,107,98,105
CC(O)(CO)c1ccccc1 (configuration not stated),96,95,102,102,100,106,102,94
O=C1c2cccc3cccc(c23)C(=O)N1N1C(=O)c2cccc3c(N4CCN(c5ccccc5)CC4)ccc(c23)C1=O,90,86,92,96,106,119,106,97
CCOC(=O)Cn1c(=O)c2sc3ncccc3c2n2nnc(-c3ccccc3)c12,90,·,97,104,112,103,104,108
Cc1c(NC(=O)CCCN2C(=O)/C(=C/c3cn(C)c4ccccc34)SC2=S)c(=O)n(-c2ccccc2)n1C,102,94,91,88,87,102,104,92
O=C1OCC2=C1C(c1cccc(F)c1)c1cc3c(cc1N2CCO)CCC3 (configuration not stated),42,51,16,-1.4*,41,27,55,90
O=C(N/N=C/c1cccc(S(=O)(=O)O)c1)c1ccncc1,91,·,97,110,109,94,101,93
COc1cccc2c1CCCC2,92,83,90,99,127,103,121,97
Cc1ccc(S(=O)(=O)Nc2c(C)cccc2C)cc1,93,111,93,100,111,97,103,94
CCOC(=O)C1=NN(c2ccccc2)C(=O)C1N=Nc1ccc(-c2ccc(N=NC3C(=O)N(c4ccccc4)N=C3C(=O)OCC)c(Cl)c2)cc1Cl (configuration not stated),102,104,104,104,111,110,105,101
O=c1[nH]c2ccccc2c2ccccc12,106,116,91,94,102,121,117,115
O=c1[nH]nc(-c2ccccc2)o1,95,100,95,95,94,96,107,81
CCN(CC)C(=S)Sc1cc2c(cc1Cl)C(=O)c1ccccc1C2=O,82,100,94,76,92,109,100,97
Nc1ccccc1C1(c2ccccc2)N=C(c2ccccc2)C2C=CC=CC2N1 (configuration not stated),83,96,76,99,101,85,106,112
COc1ccc(C(=O)c2nccc3cc(OC)c(OC)cc23)cc1OC,96,103,93,100,98,108,91,-11*
CC(C)(C)c1ccc(N=O)cc1,95,104,94,99,101,107,97,89
Cc1ccc(S(=O)(=O)OCC2OC(n3cnc4c(NC=O)ncnc43)C(OC=O)C2OC=O)cc1 (configuration not stated),102,111,111,114,128,112,108,86
COc1cc(C2C=C(c3ccc(Cl)cc3)N=C3SC(C)=CN32)cc(OC)c1OC (configuration not stated),86,89,97,92,101,102,105,101
O=C(O)c1ccc(N/C=C/C(=O)c2cc3ccccc3oc2=O)cc1,96,85,94,98,92,108,110,110
CCOc1ccc2nc(NC(=O)c3cccnc3Nc3ccc(OC)cc3)sc2c1,70,·,95,88,107,94,111,52
OC1Cc2ccccc2C1Nc1cccc(C(F)(F)F)c1 (configuration not stated),95,·,·,106,103,101,109,120
O=C(CCCCCC1CCCCC1)OCCCl,99,90,96,103,95,·,101,99
Nc1ccc(CSc2ccc(Cl)cc2)cc1,97,105,89,96,92,105,108,97
N#CCSc1nc(-c2cnccn2)cc(-c2cccs2)c1C#N,91,·,97,95,104,103,100,106
OCn1c2ccccc2c2ccccc21,80,116,87,95,99,102,104,104
O=C1C=CC(=O)N1c1nccs1,106,103,99,112,104,106,110,108
COC(=O)c1ccc(NN)cc1,88,97,91,101,69,97,115,·
N#Cc1ccc(C(F)(F)F)nc1N1CCC(C(=O)Nc2ccc3c(c2)OCO3)CC1,91,106,101,·,109,·,96,·

# By substructure: those above with an NH in an aromatic ring
SMILES,UACC-62,MALME-3M,LOX IMVI,SK-MEL-5,HS 578T,SK-MEL-2,SK-MEL-28,UACC-257
CCc1csc(=S)[nH]1 (tested in a mixture with another compound),97,85,97,98,107,130,107,107
CC(C)OP(=O)(OC(C)C)/C(C#N)=C/c1c(-c2ccccc2)[nH]c2ccccc12,74,88,76,74,105,93,99,76
C=CCn1c(C)nc2cc(Nc3nc(N4CCCC4)nc4nc[nH]c34)ccc21,32,-29*,38,49,0.0*,·,30,61
Cc1cc(C)n2c(=O)[nH]nc2c1,97,·,·,110,117,104,110,102
O=C(Cc1ccc(/C=C/C(=O)c2ncc[nH]2)cc1)Nc1cc(C(F)(F)F)cc(C(F)(F)F)c1,81,92,34,93,88,110,104,100
COc1ccc2[nH]c(=O)c(CSc3cccc(Nc4nccc(-c5ccc6ccccc6c5)n4)c3)cc2c1,103,113,113,84,119,107,120,108
S=c1nc2oc(-c3ccccc3)c(-c3ccccc3)c2c(/N=C\c2cccs2)[nH]1,78,97,85,93,80,94,115,106
O=c1[nH]c2ccccc2c2ccccc12,106,116,91,94,102,121,117,115
O=c1[nH]nc(-c2ccccc2)o1,95,100,95,95,94,96,107,81
